# Screens: PubChem, National Center for Advancing Translational Sciences (NCATS)
# LDHA block – inhibitors of human lactate dehydrogenase A; P00338; purified LDHA, NADH/diaphorase-resazurin fluorescence; hits give low values; activity change, % (values are at about 110 or 230 µM); actives 0.15% (n = 480,000); AID 1347041; in the data active = activity change below about -30%; inconclusive = mostly about -25% to -30%;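 note: plate controls were DMSO wells for no effect and wells without enzyme for full effect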
#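 LDH5 2 nM; NADH 0.06 mM, pyruvate 0.2 mM; 200 mM Tris pH 7.4, EDTA, Tween-20; 5 min RT. Detection: diaphorase 0.133 mg/mL + resazurin 37 µM, fluorescence ex540/em590 at 0 and 20 min; normalized to enzyme-free and DMSO wells.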
# * = called active by the depositor; ? = inconclusive. A portion of the library; count on the stated rates, not on these rows.
# Preview, six compounds:
SMILES,LDHA block
COc1cccc(C2CC(=O)N(c3cccc(C(F)(F)F)c3)C3=C2C(=O)OC3)c1OC (centres undefined),1
N#Cc1nc(/C=C/c2cccs2)oc1NCCCn1ccnc1,-1
Cc1c(C)n(CCCN2CCOCC2)c2ncn3nc(CSc4nc5ccccc5o4)nc3c12,-6
CCOc1cc2c(cc1NC(=O)c1cc(C)ccc1OC)OC(C)C2 (centres undefined),-1
O=C(/C=C/c1ccc(-c2ccccc2Cl)o1)c1ccc(Cl)cc1,-1
CCOCCCNC(=O)CS(=O)Cc1nc(-c2cccc(C)c2)oc1C (centres undefined),6

# The whole of this part (from the top)
SMILES,LDHA block
COc1cccc(C2CC(=O)N(c3cccc(C(F)(F)F)c3)C3=C2C(=O)OC3)c1OC (centres undefined),1
N#Cc1nc(/C=C/c2cccs2)oc1NCCCn1ccnc1,-1
Cc1c(C)n(CCCN2CCOCC2)c2ncn3nc(CSc4nc5ccccc5o4)nc3c12,-6
CCOc1cc2c(cc1NC(=O)c1cc(C)ccc1OC)OC(C)C2 (centres undefined),-1
O=C(/C=C/c1ccc(-c2ccccc2Cl)o1)c1ccc(Cl)cc1,-1
CCOCCCNC(=O)CS(=O)Cc1nc(-c2cccc(C)c2)oc1C (centres undefined),6
COc1ccc(OC)c(CC(C#N)C(=O)Nc2cc(C)ccc2C)c1 (centres undefined),-3
CCCc1cc(=O)oc2cc(OCC(=O)c3ccccc3)ccc12,10
CC(C)CNC(=O)c1ccc2c(=O)n(CCc3ccccc3)c(SCC#N)nc2c1,-4
CC(=O)c1cccc(NC(=O)CN(CCc2ccccc2)S(C)(=O)=O)c1,2
CCOC(=O)C(NC(=O)COc1ccc2ccccc2c1)C(=O)OCC,9
O=C(c1ccc(Cl)c(S(=O)(=O)NC2CC2)c1)N1CCN(c2ccccc2O)CC1,4
Nc1nccnc1C(=O)Nc1cccc(OCc2cccnc2)c1,9
CC(NC(=O)c1ccc2c(c1)OCO2)c1ccc2c(c1)CCC(=O)N2 (centres undefined),-25
CCNc1nc2c(c(=O)n(C)c(=O)n2C)n1CC(O)COc1ccccc1C (centres undefined),0
Nc1ccc(Cl)cc1/C(=N/Nc1ccccc1)c1ccccc1,19
Cc1ncc(-c2ccc(S(=O)(=O)Nc3ccc(C)c(C)c3)cc2)o1,18
Cc1cc(Cl)cc(C)c1OCC(=O)NCc1cccc(NC(=O)C2CC2)c1,-4
CCSc1nc2n(n1)C(c1cccc(O)c1)C1=C(CC(C)(C)CC1=O)N2 (centres undefined),10
O=C(CSc1cnc2cc(S(=O)(=O)N3CCCCC3)ccc2n1)Nc1ccc(Cl)cc1,7
O=C(CSc1nc(-c2ccccc2)cc(=O)[nH]1)Nc1oncc1-c1ccccc1,9
Cc1cnc(C(=O)OC(C)C(=O)c2ccc(C(C)(C)C)cc2)cn1 (centres undefined),3
CC(C)(C)c1ccc(OCC(=O)N(Cc2nc3ccccc3c(=O)[nH]2)CC2CCCO2)cc1 (centres undefined),9
O=C(O)CSCc1ccccc1,-1
Cc1ccc2c(CN3CCN(c4cccc(Cl)c4)CC3)cc(=O)oc2c1,-10

# 7 compounds out of the list, sorted by length of the SMILES, smallest number first:
SMILES,LDHA block
CCOCCCNC(=O)CS(=O)Cc1nc(-c2cccc(C)c2)oc1C (centres undefined),6
O=C(/C=C/c1ccc(-c2ccccc2Cl)o1)c1ccc(Cl)cc1,-1
Cc1ncc(-c2ccc(S(=O)(=O)Nc3ccc(C)c(C)c3)cc2)o1,18
CCNc1nc2c(c(=O)n(C)c(=O)n2C)n1CC(O)COc1ccccc1C (centres undefined),0
O=C(CSc1nc(-c2ccccc2)cc(=O)[nH]1)Nc1oncc1-c1ccccc1,9
COc1cccc(C2CC(=O)N(c3cccc(C(F)(F)F)c3)C3=C2C(=O)OC3)c1OC (centres undefined),1
CC(C)(C)c1ccc(OCC(=O)N(Cc2nc3ccccc3c(=O)[nH]2)CC2CCCO2)cc1 (centres undefined),9

# Exported with bars between the fields: three of the compounds above.
smiles | LDHA block
Cc1cnc(C(=O)OC(C)C(=O)c2ccc(C(C)(C)C)cc2)cn1 (centres undefined) | 3
COc1ccc(OC)c(CC(C#N)C(=O)Nc2cc(C)ccc2C)c1 (centres undefined) | -3
O=C(/C=C/c1ccc(-c2ccccc2Cl)o1)c1ccc(Cl)cc1 | -1

# Going on with the list:
SMILES,LDHA block
CC(C)CCNC(=O)c1ccc2c(c1)CCCN2C(=O)c1ccc(Cl)cc1,3
CCN1CCC(NC(=O)CN(C)Cc2ccc(C(F)(F)F)cc2)CC1,3
Oc1ccccc1C=Nc1ccc(C23CC4CC(CC(c5ccccc5)(C4)C2)C3)cc1,-1
Nc1c(Br)cc([N+](=O)[O-])cc1Br,18
O=C(NCc1cccnc1)C1CCC1,9
CC(C)(C)NC(=O)C(c1ccc(C(F)(F)F)cc1)n1c(=O)c(-c2cc3ccccc3[nH]2)nc2ccccc21 (centres undefined),-2
CCOC(=O)C1=C(CN(C)Cc2ccccc2C)NC(=O)NC1c1ccc(Cl)cc1 (centres undefined),-7
COc1ccc(C(=O)N(CCCN(C)C)c2nc3ccc(Cl)cc3s2)cc1OC,1
Cc1cccc(NC(=S)NC2CCCC(C)C2C)c1 (centres undefined),1
Cc1nc2ccc(Cl)cc2cc1C(=O)NCc1cccnc1-n1cncn1,11
CCCCCCCCN1C(=O)[C@H](CC(=O)NCc2ccc(C)o2)C[C@@]2(C(=O)OCC)CCC=C12,2
CCOc1cc(/C=C2/NC(=O)NC2=O)cc(Br)c1OCc1cccc(C(=O)O)c1,-1
CC(C)(C)c1ccc(C(=O)Nc2c(F)cccc2F)cc1,8
COc1ccc(N(Cc2nc3nc(C)cc(=O)n3[nH]2)C(=O)c2ccccc2F)cc1,-4
Clc1cccc(-c2noc(CSc3nc4ccccc4o3)n2)c1,7
O=C(CCc1ncc(-c2ccc(F)cc2F)o1)N1CCN(S(=O)(=O)c2cccc(F)c2)CC1,10
Cc1cc(N2CCCCC2)nc(Nc2ccc(NC(=O)Nc3ccccc3)cc2)n1,1
CC(C)CC(NC(=O)C(c1ccccc1)C(C)C)c1ccccc1 (centres undefined),2
CC(C)(C)c1ccc(SC2=C[C@@]3(O)CC[C@@H](O)[C@@](Sc4ccc(C(C)(C)C)cc4)(C2=O)[C@H]3O)cc1,5
CCN(CC)c1ncnc2c1sc1nc(-c3ccco3)c3c(c12)CC(C)(C)OC3,13
O=C(NC1CCCCCCC1)c1ccc2ccccc2c1,-5
Cc1cc(I)c(-c2c(I)cc(C)c(N)c2C)c(C)c1N,5
Cc1[nH]c2nc3ccccc3n2c(=O)c1Cc1ccc(Cl)cc1,-7
CS(=O)(=O)Oc1ccc2c(c1)O/C(=C\c1ccc(Cl)cc1Cl)C2=O,4
O=S(=O)(Nc1nc2ccccc2nc1Nc1ccc(F)cc1)c1cccc2nsnc12,6

# 3 compounds drawn at random from the list so far, as already listed:
SMILES,LDHA block
Cc1nc2ccc(Cl)cc2cc1C(=O)NCc1cccnc1-n1cncn1,11
Nc1c(Br)cc([N+](=O)[O-])cc1Br,18
Cc1[nH]c2nc3ccccc3n2c(=O)c1Cc1ccc(Cl)cc1,-7

# Other records
SMILES,LDHA block
Cc1cc(CSc2ncccc2C(=O)Nc2ccnn2Cc2ccccn2)no1,11
COC(=O)c1ccc(NC(=O)CCCc2cccs2)cc1,7
Cc1sc(NC(=O)c2ccsc2)c(C#N)c1C,-1
O=C(COc1ccc2c(=O)c(-c3ccc(Cl)cc3)coc2c1)N1CCN(c2ncccn2)CC1,5
O=C(NC1CC1)C(Sc1ccc2ccccc2c1)c1ccc(F)cc1 (centres undefined),1
CCCCSc1oc(-c2ccco2)nc1S(=O)(=O)c1ccc(F)cc1,11
COC(=O)C[C@@H]1CC[C@H](NC(=O)Nc2cccc(F)c2)[C@@H](CO)O1,-1
C=C(C)C1CC=C(C)/C(=N/O)C1 (centres undefined),-1
CCc1nnsc1C(=O)NC(C)c1ccc(OC(C)C)c(OC)c1 (centres undefined),-21
CC(C)Cc1noc(CN2CCC(c3nc4cc(Cl)ccc4o3)CC2)n1,?
CCOC(=O)c1cnc(N2CCN(c3ccccn3)CC2)c2ccccc12,0
CCN(/C=C1/CCCCC1=O)C1CC2CCC1C2 (centres undefined),5
Cc1cccc(C2CC(c3cccs3)=NN2c2nc(C)cs2)c1 (centres undefined),-1
CCOc1ccc(OCc2nc3ccccc3[nH]2)cc1,0
Cn1cc(C2c3ccccc3C(=O)N2CC(=O)NCc2ccccc2)c2ccccc21 (centres undefined),1
CC(C)(C)CC(=O)NCCc1ccsc1,4
O=C(/C=C/c1ccccc1[N+](=O)[O-])OCc1ccccc1F,9
N#Cc1nc(/C=C/c2ccc(Cl)cc2)oc1N1CCN(C(=O)c2ccco2)CC1,7
CC(=O)c1cccc(NC(=O)Cc2nn(C)c(=O)c3ccccc23)c1,2
CO[C@@H]1CN(C)C(=O)c2cc(NC(=O)Nc3cc(F)ccc3F)ccc2OC[C@H](C)NC[C@@H]1C,3
CCCOc1ccc(-c2nc(C#N)c(N3CCN(Cc4ccccc4)CC3)o2)cc1,-19
CC1(C(=O)Nc2ccc3c(c2)OCCO3)CSCC(=O)N1CCOc1ccccc1 (centres undefined),-5
CCCOc1cc(C)c(Cl)cc1S(=O)(=O)Nc1cccnc1,0
N#Cc1ccc(CSCc2nc(N)nc(Nc3ccccc3)n2)cc1,1
CC1CCc2c(sc(NC(=O)COCC(=O)O)c2C(=O)Nc2ccccc2)C1 (centres undefined),-5

# Further structures:
SMILES,LDHA block
Cc1ccc2sc(N(Cc3cccnc3)C(=O)c3ccc(S(=O)(=O)N(C)C)cc3)nc2c1C,0
CSc1ccc(CNCCCOC(C)C)cc1,3
CC(C)(C)c1cc(/C=C(\C#N)C(=O)Nc2ccccc2)cc(C(C)(C)C)c1O,-22
CC(OC(=O)c1ccc(CCNS(C)(=O)=O)cc1)C(=O)N(C(C)C)C(C)C (centres undefined),9
COc1cccc(NC(=O)C(C)Sc2nncn2-c2ccccc2)c1 (centres undefined),-1
O=C(Nc1ccc(OC(F)(F)F)cc1)C1CCCN1S(=O)(=O)c1cccc2nsnc12 (centres undefined),0
N#Cc1cccc(CNCC(c2ccccc2)N2CCCC2)c1 (centres undefined),12
O=S(=O)(c1ccc2c(c1)OCCO2)N1CCN(S(=O)(=O)c2ccccc2Cl)CC1,-14
O=c1oc2ccc(Br)cc2cc1S(=O)(=O)N1CCCCC1,2
COc1cc(OC)cc(C2=Cc3ccccc3C(CC(C)=O)N2c2ccc(C#CC3(O)CCCCC3)cc2)c1 (centres undefined),17
CN(C)c1ccc(/C=C/C(=O)Nc2cccc([S+](=O)([O-])Nc3ccccc3F)c2)cc1,-6
CCc1cc(C(=O)NCCc2ccccc2OC)sc1C,3
Fc1ccc(-c2cn3c4ccccc4n(CCN4CCOCC4)c3n2)cc1,14
CC(=O)c1ccc(NC(=O)CC2C=CCC2)cc1 (centres undefined),0
CC(CCO)Nc1nc2c(c(=O)n(C)c(=O)n2C)n1Cc1ccccc1F (centres undefined),-17
Cc1cc(C)cc(-n2ccn3c(CCCC(=O)NCc4cccs4)nnc3c2=O)c1,12
c1cc2c(cc1C1CCCN1Cc1nnnn1C1CC1)OCCO2 (centres undefined),-7
CCn1c(CC(=O)Nc2ccc(F)cc2)nnc1SCC(=O)Nc1ccc2ccccc2c1,-1
COc1ccc(-c2nnsc2C(=O)NC(C)CCc2ccccc2)cc1 (centres undefined),-4
CC(=O)Nc1ccc(C(=O)CSc2ccccc2Cl)cc1,-8
c1ccc(OCc2nnc3sc(-c4ccccc4)nn23)cc1,-7
COc1ccc(S(=O)(=O)c2cn(CC(=O)Nc3cccc(Cl)c3)c3ccc(C)cc3c2=O)cc1,4
CCc1cc(=O)n(CC(=O)Nc2cccc(C#N)c2)c(-c2ccccc2)n1,11
CCOc1c(/C=C(\C#N)c2nc3ccccc3[nH]2)cccc1OC,10
COc1ccc(CNC(=O)COC(=O)c2cc(Cl)c[nH]2)cc1,-2

# The listing continues:
SMILES,LDHA block
C=C(C)COc1ccc2c(C)c(CCC(=O)Nc3nccs3)c(=O)oc2c1,3
COc1ccc(-c2oc3c(c2C(=O)OCCO)C(OCCCO)CCC3)cc1 (centres undefined),2
CCC(CC)C(=O)Nc1c(C)cc(C)cc1C,-13
CC(=O)CC1c2cc(F)ccc2C=C(c2ccsc2)N1c1ccc(-c2cccnc2)cc1 (centres undefined),10
N#Cc1nc(-c2ccc(Cl)cc2)oc1N1CCCC1,0
COc1ccc(-c2c(C#N)c(N)nc3c2CN(Cc2ccccc2)CC3)cc1OC,4
C#CCOC(=O)CCC(=O)O,-1
Cc1ccc(S(=O)(=O)N2CCCN(c3nnnn3-c3ccccc3)CC2)cc1,-1
Cc1ccccc1C(C)NC(=O)Cn1cnc2c1c(=O)n(C)c(=O)n2C (centres undefined),2
Cc1ccc(-c2c(NC(=O)c3ccco3)n(-c3ccc(C)cc3)nc(C)c2=O)cc1,0
O=C(NC1(C(F)(F)F)N=C(c2ccccc2)N(Cc2ccco2)C1=O)c1cccs1 (centres undefined),-3
Cc1cc(C)c(NC(=O)CN(C)C(=O)c2cc(=O)c3ccccc3o2)c(C)c1,-5
S=C1NC(C23CC4CC(CC(C4)C2)C3)=CC(c2ccccc2Cl)N1 (centres undefined),-10
C=C(C)COc1ccc2c(C)c(CC(=O)NCc3ccc4c(c3)OCO4)c(=O)oc2c1,13
CCCS(=O)(=O)c1nc(S(=O)(=O)c2ccc(Cl)cc2)c(NCC(C)C)s1,-21
CC(C)Cn1cc(/C=C2\SC(=O)N(C(C)C)C2=O)c2ccccc21,-1
COCCn1c(SCC(=O)c2ccc(Br)s2)nnc1-c1ccc(Cl)cc1,2
CCn1cnnc1SCC(=O)c1[nH]c(C)c(C(=O)OC)c1C,6
CC(=O)N1CCN(C(=O)c2sc(-c3ccc(OC(F)(F)F)cc3)nc2C)CC1,-9
NC(=O)COc1ccc(C(=O)NCC2(c3ccccc3)CCC2)cc1,-3
CCN1CCN(CCOc2ccc3cc(-c4ccccc4)c(=O)oc3c2)CC1,-5
O=C(NCc1ccc(Cl)cc1)C(=O)Nc1cccc2[nH]ccc12,?
